Screening results as filed in PubChem BioAssay.
inhibitors of VEEV – inhibitors of VEEV TC-83 cytopathic effect, confirmation, Vero cells (AID 588727); Vero cells, VEEV TC-83 cytopathic effect inhibition; higher % means a stronger effect; inhibition, % at 20 µM; hits with a dose series show IC50 in µM; hit rate 0.13% among 350,000; in the data active = a potency from the dose series; inconclusive = inhibition mostly from about 14% at the one dose, without a potency; inactive = the rest, 99 in 100 with inhibition below about 12%; note: strong numbers were not always called active
M. tuberculosis HTS – M. tuberculosis growth inhibition, HTS (AID 449762); M. tuberculosis H37Rv growth inhibition, 7H9 media; higher % means a stronger effect; inhibition, % at 25 µM, or IC50 in µM where a hit was titrated; hit rate 0.59% among 330,000; in the data active = a potency from the dose series; inconclusive = inhibition above about 70% without an active follow-up result;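 note: bacterial growth assessed after seven days of incubation; strong numbers were not always called active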
Salmonella PhoP GFP – PhoP regulon inhibitors, Salmonella typhi PhoP promoter GFP reporter, confirmatory (AID 1850) | Salmonella Typhi PhoP-promoter GFP reporter, fluorescence, 4 h; higher % means a stronger effect | inhibition, % at 50 µM, or IC50 in µM where a hit was titrated | hit rate 0.33% among 310,000; in the data active = a potency from the dose series; inconclusive = inhibition mostly from about 25% at the one dose, without a potency; inactive = the rest, 99 in 100 with inhibition below about 19%;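 note: 0% = induced wells with vehicle and 100% = uninduced wells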
M. tuberculosis – growth inhibition of non-replicating M. tuberculosis (AID 488890) | Mycobacterium tuberculosis non-replicating, growth inhibition; higher % means a stronger effect | hit rate 0.39% among 320,000 | inhibition, % at 25 µM, or IC50 in µM where a hit was titrated; in the data active = a potency from the dose series; inconclusive = inhibition mostly from about 82% at the one dose, without a potency; inactive = the rest, 99 in 100 with inhibition below about 76%;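 note: plate controls were DMSO cells for no effect and high antibiotic wells for full effect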
influenza NS1A – H1N1 influenza NS1A inhibitors, functional cell based assay (AID 504329); NS1A functional cell-based assay, percent inhibition; higher % means a stronger effect; inhibition, % at 12.5 µM; hits with a dose series show IC50 in µM; hit rate 0.3% among 340,000; in the data active = a potency from the dose series; inconclusive = inhibition above about 27% without an active follow-up result; note: strong numbers were not always called active
inhibitors of VEEV 10K pilot screen – further read-out of inhibitors of VEEV, marked with its call; inhibition, %; measured here: 10K pilot screen inhibition
Numbers without * were called inactive; i = inactive; ? = inconclusive; . = not tested or not shown; & = joins results of further samples.

The first 7 compounds as a preview:
SMILES	inhibitors of VEEV	M. tuberculosis HTS	Salmonella PhoP GFP	M. tuberculosis	influenza NS1A	others
CCSc1nc(C)nc2c1oc1ccccc12	0.1%	4%	-17%	1%	-3%
CNS(=O)(=O)c1cc(OC)c(OC)cc1CC(=O)OC	0.3%	-3%	-6%	-5%	1%
CNC(=O)C(=O)NCC(c1cccs1)S(=O)(=O)c1ccc(F)cc1 (centres undefined)	2.7%	-3%	-4%	-1%	3%
CCc1nc(NCCC(C)C)c(C#N)c2c1CCCC2	1.2%	-6%	-6%	-7%	2%
N#Cc1cccc(S(=O)(=O)NCC(=O)NCc2ccc3c(c2)OCO3)c1	0.4%	-7%	.	20%	-15%
CC(C)NS(=O)(=O)c1ccc(OCC(=O)N2CCN(Cc3ccccc3)CC2)c(Cl)c1	1.4%	-6%	-6%&15%	6%	-1%
CCN(CC)c1ccc(S(=O)(=O)N2CCOCC2)cc1NC(=O)CSc1ccccc1	5.4%	9%	6%	17%	-3%

The list itself, from the start:
SMILES	inhibitors of VEEV	M. tuberculosis HTS	Salmonella PhoP GFP	M. tuberculosis	influenza NS1A	others
CCSc1nc(C)nc2c1oc1ccccc12	0.1%	4%	-17%	1%	-3%
CNS(=O)(=O)c1cc(OC)c(OC)cc1CC(=O)OC	0.3%	-3%	-6%	-5%	1%
CNC(=O)C(=O)NCC(c1cccs1)S(=O)(=O)c1ccc(F)cc1 (centres undefined)	2.7%	-3%	-4%	-1%	3%
CCc1nc(NCCC(C)C)c(C#N)c2c1CCCC2	1.2%	-6%	-6%	-7%	2%
N#Cc1cccc(S(=O)(=O)NCC(=O)NCc2ccc3c(c2)OCO3)c1	0.4%	-7%	.	20%	-15%
CC(C)NS(=O)(=O)c1ccc(OCC(=O)N2CCN(Cc3ccccc3)CC2)c(Cl)c1	1.4%	-6%	-6%&15%	6%	-1%
CCN(CC)c1ccc(S(=O)(=O)N2CCOCC2)cc1NC(=O)CSc1ccccc1	5.4%	9%	6%	17%	-3%
Cc1cc(NC(=O)COC(=O)[C@H](Cc2ccccc2)NC(=O)c2ccco2)no1	0.3%	.	.	.	-20%
CCN(CC)S(=O)(=O)c1cccc(C(=O)Nc2ccccc2C(=O)N2CCOCC2)c1	1.4%	-3%	5%	7%	6%
CSc1sc(-c2ccnc(SCCS(C)(=O)=O)n2)c(-c2ccccc2)c1C#N	0.6%	9%	-1%	1%	2%
CN(C(=O)COC(=O)c1ccccc1Nc1ccccc1)c1c(N)n(Cc2ccccc2)c(=O)[nH]c1=O	9.4%	68%	7%	35%	-2%
CC(=O)c1ccc(S(=O)(=O)N2CCc3ccccc3C2)cc1	i	0%	-3%	60%	-1%
COc1ccc(CNC(=O)CN2C(=O)COc3ccc(S(=O)(=O)N4CCOCC4)cc32)cc1	0.3%	-3%	-4%	11%	-8%
CCCSc1cc(N2CCN(C)CC2)nc(-c2ccc(OC)cc2)n1	7.9%	?	7%	29%	-3%
Nc1ccc(-c2c3ccc(=O)cc-3oc3cc(O)ccc23)cc1C(=O)O	0.6%	3%	-171%	-4%	5%
CCOc1cc(C(=O)Nc2ccc(S(=O)(=O)N3CCCCC3)cc2)ccc1OCC(=O)N1CCOCC1	3.4%	-5%	5%	2%	-16%
O=C(NC1CC1)C1=C[C@H](c2ccc(C(F)(F)F)cc2)C[C@H](OCc2ccc(CO)cc2)O1	1.1%	-4%	5%	3%	15%
CCOP(=O)(c1ccc(N(C)C)cc1)C(O)c1ccccc1F (centres undefined)	0.7%	5%	-9%	-1%	-9%
COc1ccc(S(=O)(=O)N2CCOCC2)cc1NC(=O)COC(=O)C1=COCCO1	0.3%	-5%	13%	-7%	-7%
O=C1c2ccccc2C(=O)N1CCCc1cn(C[C@H]2CC[C@H](Cn3cc(CCCN4C(=O)c5ccccc5C4=O)nn3)O2)nn1	0.5%	.	.	.	-4%
COc1ccc(CCNC(=O)C2CCCN(Cc3nc(-c4ccccc4C)oc3C)C2)cc1OC (centres undefined)	i	61%	7%	26%	-6%	inhibitors of VEEV 10K pilot screen=0.1
CCN1CC2([N+](=O)[O-])C=CC(=O)C([N+](=O)[O-])(C1)C2CC(=O)c1ccccc1 (centres undefined)	1.0%	.	-11%	12%	9%
Cn1cccc1Cc1nnc(SCC(=O)Nc2nccs2)n1CCc1ccccc1	1.2%	-2%	-12%	36%	2%
COC(=O)CNC(=O)Cn1ccc2ccccc2c1=O	1.2%	0%	3%	-6%	-4%
O=C(COc1ccccc1)N/N=C/c1sc(=O)n(Cc2cccc(C(=O)O)c2)c1Cl	0.7%	8%	-4%	0%	-8%
CSc1nc(N)nc2c1ncn2CC(=O)NCC(c1ccccc1)c1ccccc1	i	8%	.	38%	-24%
O=C(O)CCC(=O)N1N=C(c2c(-c3ccccc3)c3cc(Cl)ccc3[nH]c2=O)CC1c1ccccc1 (centres undefined)	1.2%	10%	3%	52%	-9%
COc1cccc(NC(=O)CN2CCN(c3ccc(F)cc3)CC2)c1	1.1%	67%	3%	28%	1%
CC(C)CCNc1nc(N)c([N+](=O)[O-])c(N2CCCCCC2)n1	i	67%	-11%	21%	6%
COCC1CCN(C(=O)c2cc(COc3cccc4cnccc34)on2)CC1	i	3%	-4%	28%	-1%
O=C1c2cc(Cl)ccc2-c2c(O)cc(Cl)cc21	8.4%	.	.	.	1%
CCOc1ccc(-c2cc(C(=O)OC)[nH]n2)cc1	1.3%	4%	-13%	25%	-1%
Cc1cccc(CN2CCN(Cc3ccc4nonc4c3)CC2CCO)n1 (centres undefined)	i	-7%	-3%	5%	-1%
CCOC(=O)c1c(C)c(C(=O)NCc2ccco2)c(C)n1CC	i	12%	-5%	23%	-10%
CCOc1cc2c(C)cc(=O)oc2cc1Cl	i	7%	-7%	4%	-7%
CCC(C)Sc1nc2c(c(=O)[nH]1)C(c1cccs1)C1=C(CCCC1=O)N2 (centres undefined)	8.0%	-13%	-10%	.	1%
O=C1C2Sc3[nH]c(=O)sc3C(c3ccccc3)C2C(=O)N1c1ccccc1 (centres undefined)	0.2%	1%	0%	-5%	-4%
Cc1ccc(S(=O)(=O)N2CCOCC2)cc1C(=O)c1nccn1C	0.2%	1%	-19%	5%	-12%
CCN(CC(=O)NCCN1CCOCC1)S(=O)(=O)c1ccc(F)cc1	0.2%	2%	6%	-9%	8%
CC(C)N1C(=O)C2(OCCCO2)c2cc(Br)ccc21	0.5%	-4%	13%	-6%	3%
Cc1ccccc1Nc1nc(N)nc(CSc2nncn2C)n1	i	3%	-10%	11%	-5%
O=C(CSc1nc(-c2ccccc2)cc(C(F)(F)F)n1)NCc1ccco1	0.1%	-3%	1%	-16%	-5%
O=C(COC(=O)c1ccc(S(=O)(=O)N2CCc3ccccc3C2)cc1)NC1CCS(=O)(=O)C1 (centres undefined)	1.1%	0%	-2%	-6%	-15%	inhibitors of VEEV 10K pilot screen=0.3
COc1ccc(CN2C(=NC(=O)C3CC3)SC3CS(=O)(=O)CC32)cc1OC (centres undefined)	i	6%	-4%	0%	3%
Cn1c(=O)[nH]c(=O)c2[nH]c(CN3CCN(C(=O)c4ccco4)CC3)nc21	4.8%	-12%	-8%	1%	-6%
O=C(CNC(=O)c1ccc(Br)o1)Nc1ccc(N2CCCCCC2)cc1	5.4%	.	.	.	-4%
CC(C)NC(=O)CSc1nc(N)c(NC(=O)c2ccccc2F)c(=O)[nH]1	0.9%	-5%	-3%	-7%	-4%
O=C(CSc1ccc2nnc(-c3cccnc3)n2n1)Nc1ccccc1	3.4%	2%	-1%	-2%	-3%
O=C(Nc1ccc(S(=O)(=O)N2CCCC2)cc1)C1CC(=O)N(CCc2ccc(F)cc2)C1 (centres undefined)	5.3%	4%	.	2%	-6%
CCCn1c(N)c(N(CCOC)C(=O)c2ccc(N(C)S(=O)(=O)c3ccc(C)cc3)cc2)c(=O)[nH]c1=O	1.3%	30%	-7%	3%	6%

Next results.
SMILES	inhibitors of VEEV	M. tuberculosis HTS	Salmonella PhoP GFP	M. tuberculosis	influenza NS1A	others
COc1ccc(N2C(=O)C3CCCN3C2=S)cc1 (centres undefined)	2.4%	4%	11%	-4%	-8%
C=CCOc1ccccc1CN1CCCN(C)CC1	0.7%	-5%	-7%	-15%	-5%
O=c1[nH]c(/C=C/c2ccccc2Cl)c([N+](=O)[O-])c(=O)[nH]1	1.9%	-4%	-2%	47%	-4%
CN(C)S(=O)(=O)N1CCN(C(=O)c2cccc(Br)c2)CC1	0.2%	-2%	-2%	-12%	-6%
CC(C)CCNC(=O)Cn1c(NCCC(C)C)nc2c1c(=O)n(C)c(=O)n2C	.	-5%	-7%	.	.
CC(C)OCC1CC(CC(=O)NC(=S)Nc2cccc([N+](=O)[O-])c2)C(=O)O1 (centres undefined)	0.5%	5%	1%	77%	-1%
COc1ccc(N2CC(C(=O)N/N=C/c3cccs3)CC2=O)cc1 (centres undefined)	0.6%	1%	-3%	-6%	-12%
CCC1S/C(=N\S(=O)(=O)c2cccs2)N(C2CCCCC2)C1=O (centres undefined)	0.4%	-5%	-6%	9%	-12%
CCC1(c2ccc(Cl)cc2)NC(=O)N(CC(=O)N2CCN(C(=O)c3ccco3)CC2)C1=O (centres undefined)	1.1%	-9%	.	9%	-23%
Cc1ccc(OCc2cn3cccnc3n2)cc1	0.7%	8%	-10%	18%	-4%
COC(=O)c1cc(S(=O)(=O)Nc2nn(C)c3ccccc23)oc1C	0.5%	2%	4%	4%	-5%
O=C(Nc1ncc2c(n1)-c1ccccc1OC2)c1ccc(F)cc1	i	8%	8%	4.4µM*	4%
Cc1ccc(CN(C(=O)COc2ccc([N+](=O)[O-])cc2)C2CCS(=O)(=O)C2)o1 (centres undefined)	0.8%	-11%	-7%	4%	-13%
CC(C)N1CCc2c(sc(NC(=O)c3ccco3)c2C(N)=O)C1	4.3%	0%	-1%	-5%	14%
Cc1c(NC(=O)C2Cc3ccccc3CN2C(=O)c2ccco2)c(=O)n(-c2ccccc2)n1C (centres undefined)	1.6%	-2%	-4%	13%	-3%
CCOc1ccc(NC(=O)CN2C(=O)S/C(=C/c3cccn3C)C2=O)cc1	i	-5%	4%	-13%	-1%
CC1CCCCC1NC(=O)COc1ncnc2sccc12 (centres undefined)	i	-11%	.	3%	-6%
Cc1cc(CNC(=O)c2cccc([N+](=O)[O-])c2C)c2ccccc2n1	1.6%	-3%	4%	-9%	13%
Cn1c(O)c(C2=c3ccccc3=NC2=O)sc1=Nc1ccc(Cl)cc1	6.3%	-14%	4%	5%	1%
CCN(CC)c1ccc(CN(C(=O)c2cccs2)C2CCS(=O)(=O)C2)cc1 (centres undefined)	3.0%	-3%	4%	-10%	10%
Cc1nc2ccc(NC(=S)N3CCCC3)cc2nc1C	0.5%	0%	12%	5%	4%
Cc1ccc2c(CC(=O)N(C)c3c(N)n(Cc4ccccc4)c(=O)[nH]c3=O)coc2c1	0.9%	1%	2%	13%	2%
COc1cccc(Cn2cc(C(=O)NCCN(C)C)nn2)c1	4.4%	-1%	6%	7%	-7%
C/C=C\C=C\C(=O)Nc1cccc(C2=NOC3(C2)C[C@@H](C(N)=O)N(C(=O)C(c2ccccc2)c2ccccc2)C3)c1 (some centres undefined)	2.2%	46%	3%	35%	-106%
Cc1ccc(-n2cc[nH]c2=S)cc1C	i	-2%	-6%	-5%	10%
Cc1cc(=O)oc2cc(OCc3cc4c(cc3Cl)OCO4)ccc12	0.2%	-4%	3%	-7%	-4%
Nc1nccnc1C(=O)OCC(=O)N1CCN(S(=O)(=O)c2ccc(Cl)cc2)CC1	2.7%	-3%	2%	2%	-5%
CN1CCN(c2ccc(N)cc2)CC1	i	-19%	-1%	9%	54µM*
CS(=O)(=O)c1ccc2nc(NC(=O)CCS(=O)(=O)c3ccccc3)sc2c1	0.7%	12%	4%	70%	-12%
COc1ccc(-c2oc(=O)c3cc(OC)c(OC)cc3c2C#CC2(O)CCCCC2)cc1	1.4%	2%	.	29%	2%
COc1cccc(C(=O)CC(=O)C(=O)Nc2cc(Cl)c(OC)cc2OC)c1	4.9%	2%	6%	34%	0%
O=[N+]([O-])c1c(O)c(Cl)cc(Cl)c1Cl (tested in a mixture with another compound)	i	.	.	.	-7%
CCOc1ccc(S(=O)(=O)N2CCC(C(=O)NCCc3ccccc3)CC2)cc1	0.3%	6%	-2%	-4%	-6%

Fetched one by one from the entries so far, 2 records:
SMILES	inhibitors of VEEV	M. tuberculosis HTS	Salmonella PhoP GFP	M. tuberculosis	influenza NS1A	others
Cc1nc2ccc(NC(=S)N3CCCC3)cc2nc1C	0.5%	0%	12%	5%	4%
O=[N+]([O-])c1c(O)c(Cl)cc(Cl)c1Cl (tested in a mixture with another compound)	i	.	.	.	-7%
